FXIa inh 1536 = factor XIa (human) inhibition; AID 798; inhibition, % at 5 µM; P03951; purified FXIa, Boc-Glu-Ala-Arg-AMC fluorogenic substrate; hit rate 0.14% among 220,000;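 active = inhibition of at least 40%; inactive = inhibition below 40%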;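 also: fluorescence of freed AMC excited at 355 nm; 0% = enzyme without compound and 100% = no enzyme blank; many of its hits are not listed in these tables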
FXIIa inh = inhibitors of human coagulation factor XIIa | P00748 | purified FXIIa, Boc-QGR-AMC fluorogenic substrate, 2 h | inhibition, % at 5 µM | hit rate 0.3% among 220,000 | AID 800; in the data active = inhibition above about 40%;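 also: 0% = enzyme with no compound and 100% = blank without enzyme; many of its hits are not listed in these tables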
Target sequence (P00748 20-372 limits assumed): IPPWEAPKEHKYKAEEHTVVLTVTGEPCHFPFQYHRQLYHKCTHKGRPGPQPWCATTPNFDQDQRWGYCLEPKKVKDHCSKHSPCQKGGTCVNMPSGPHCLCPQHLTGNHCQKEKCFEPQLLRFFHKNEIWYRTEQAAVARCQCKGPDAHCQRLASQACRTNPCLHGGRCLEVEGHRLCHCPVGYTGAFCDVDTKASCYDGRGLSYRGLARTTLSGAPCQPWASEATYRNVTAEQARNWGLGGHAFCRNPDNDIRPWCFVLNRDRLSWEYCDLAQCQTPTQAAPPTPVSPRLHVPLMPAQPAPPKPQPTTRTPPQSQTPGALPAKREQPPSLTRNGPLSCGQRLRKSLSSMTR
Target sequence (P00748 373-615 limits assumed): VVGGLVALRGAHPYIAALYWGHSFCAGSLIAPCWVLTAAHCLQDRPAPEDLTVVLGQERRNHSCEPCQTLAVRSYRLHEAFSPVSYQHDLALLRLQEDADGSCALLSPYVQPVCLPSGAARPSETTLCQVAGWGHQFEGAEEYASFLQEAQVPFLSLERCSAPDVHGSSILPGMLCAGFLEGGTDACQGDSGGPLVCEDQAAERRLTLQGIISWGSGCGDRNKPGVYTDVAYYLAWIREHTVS
p97 ATPase inh = blocks human p97 ATPase activity | recombinant p97 ATPase, Kinase-Glo ATP luminescence, 3 h | inhibition, % at 8 µM | hit rate 0.42% among 220,000 | AID 1481; in the data active = inhibition above about 15%;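 also: 0% = DMSO vehicle and 100% = wells lacking enzyme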
MDM2 E3 inh = blocks human Mdm2 ubiquitin ligase activity; Q00987; hit rate 0.11% among 210,000; cell-based MDM2 ubiquitination luciferase reporter, 2 h; 0 = plate control, 100 = twice control, blank-subtracted; signal enhancement, % at 5 µM; AID 1230;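 active = signal enhancement of 30% or more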;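 also: luminescence tracks abundance of the self-degrading MDM2-luciferase fusion protein; higher signal means inhibition of MDM2 E3 ligase activity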
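Test system: mammalian cells stably expressing self-ubiquitinating, self-degrading MDM2 E3–luciferase fusion; Amount: 2000 cells in each well; Medium: DMEM; Schedule: 4 h settle plus 2 h compound, 37 °C; Technique: SteadyLite luciferase luminescence after 15 min room-temperature reagent incubation; Benchmarks: plate control and blank wells.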
eIF4E-4G inh = blocks eIF4E binding to eIF4G; P63073+Q04637; TR-FRET eIF4E-eIF4GI(517-606) binding, 2 h; inhibition, % at 21.7 µM; hit rate 0.37% among 220,000; AID 782;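 active = inhibition above about 30%, limit read from the data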;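 also: 0% = full FRET control wells and 100% = background wells lacking eIF4GI fragment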
Rad51 HR inh = Rad51 (human) homologous recombination inhibition; hRad51 DNA strand exchange, fluorescence dequenching; inhibition, % at 10 µM; hit rate 0.085% among 200,000;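 active = inhibition above 40% at the single screening dose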;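 also: 0% = DMSO control wells and 100% = blanks with heterologous ssDNA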
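Assay system: Human Rad51 nucleoprotein filaments preassembled on unlabelled ssDNA | Reagent: Donor/quencher-labelled 47-bp dsDNA substrate | Doses: One concentration, 10 µM final | Times: 37 °C 15-min filament assembly, 30-min compound preincubation, 15-min exchange | Technique: Fluorescein emission 520 nm, excitation 485 nm | Benchmarks: Plate control and blank wells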
Wee1 stabilizer = blocks degradation of human Wee1 kinase | AID 1321 | reporter increase, % at 5 µM | hit rate 1.2% among 220,000 | P30291 | HeLa Luc-Wee1K328M stability, luciferase luminescence; 100% = proteasome inhibitor MG132 effect;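 active = activation above the mean of all tested compounds plus 3 SD, set per screening run, cut at about 8.8% in these data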;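 also: cells exposed to compound for 20 h before luminescence read; 0% = DMSO alone and 100% = MG132 at 30 µM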
14-3-3 Bad inh = disrupts binding of bovine 14-3-3 zeta to phospho-Bad peptide. inhibition, % at 21.7 µM. AID 781. P63103. hit rate 0.71% among 220,000. TR-FRET 14-3-3zeta/Dy647-pBad peptide displacement, 1 h;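 active = inhibition above about 70%, limit read from the data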;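 also: 0% = full 14-3-3 plus peptide FRET controls and 100% = background without 14-3-3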
hK5 inh = kallikrein 5 (human) inhibition. inhibition, % at 5 µM. Q9Y337. hit rate 0.59% among 210,000. recombinant hK5, fluorogenic AMC substrate cleavage;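 active = inhibition of 40% or more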;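 also: 0% = enzyme controls without compound and 100% = no-enzyme blanks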
Target sequence (Q9Y337 67-293 limits assumed): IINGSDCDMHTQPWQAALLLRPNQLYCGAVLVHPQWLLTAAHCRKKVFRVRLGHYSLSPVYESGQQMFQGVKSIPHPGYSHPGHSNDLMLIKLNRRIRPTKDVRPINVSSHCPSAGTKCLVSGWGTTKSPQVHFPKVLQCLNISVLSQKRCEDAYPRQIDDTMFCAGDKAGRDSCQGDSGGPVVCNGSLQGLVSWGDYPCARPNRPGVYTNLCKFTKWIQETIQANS
An asterisk follows results filed as active; i = inactive; nt = not tested or not shown; [ ] = another dose, or the depositor's remark.

eIF4E-4G inh	p97 ATPase inh	FXIIa inh	hK5 inh	FXIa inh 1536	Rad51 HR inh	MDM2 E3 inh	14-3-3 Bad inh	Wee1 stabilizer	SMILES
9	2	13	-9	8	-4	1	13[fluorescence artefact?]	-1	COc1ccc(C(=O)CSc2nc3ccccc3n2CC(=O)NC(C)(C)C)cc1
-3	nt	9	1	2	-2	4	-7	nt	NCCCC[C@H]1CNC(=O)C(=O)N1CCC12CC3CC(CC(C3)C1)C2
-1[fluorescence artefact?]	1	20	-6	10	4	-22	-4	-1	O=C(Oc1ccc(-c2cn3c(n2)SCC3)cc1)c1ccccc1
4	9	2	3	-19	7	-8	0	-1	CN(C)C(=S)c1ccccc1
-1	-2	2	-12	1	-2	-21	0	1	Fc1ccc(NC(=S)Nc2cccnc2)c(Cl)c1
13	2	7	7	5	0	15	2	-2	O=C(Nc1ccccc1N1CCOCC1)c1cccc([N+](=O)[O-])c1
4	2	30	-12	17	-1	-25	1	3	Cc1ccc(NC(=O)CSc2nccc(=O)[nH]2)c(S(=O)(=O)N2CCOCC2)c1
-6[fluorescence artefact?]	2	17	2	-4	nt	-6	-2	0	CS(=O)(=O)c1ncc(Cl)c(C(=O)Nc2ccc(N3CCOCC3)cc2)n1
-5	6	6	2	1	19	7	-3	-1	Cc1cc(=O)[nH]c(NN)n1
0	2	9	14	2	nt	-16	-3	5	CCOC(=O)C1=C(O)C(=O)N(Cc2ccccc2)CC1
-2	6	5	-3	3	-23	-12	2	3	FC(F)(F)c1cc(Oc2ccc(Cl)cc2)ncc1-c1nnc(-c2ccc(Cl)cc2)o1
-1	5	37	51*	33	-8	-92	4	-2	CS(=O)(=O)N1CCN(Cc2ccc([N+](=O)[O-])cc2)CC1
-5	3	8	-9	5	-3	-2	-6	-2	CCOC(=O)C1(Cc2ccc(O)cc2)NC(c2ccccc2F)C2C(=O)N(C)C(=O)C21 (stereo not drawn)
5	5	7	10	0	24	-9	-26	-2	CC(=C\c1ccccc1)/C=C1/SC(=S)N(CCC(=O)Nc2ccccn2)C1=O
-9	4	4	3	2	-12	-10	3	1	CC1CCCN(S(=O)(=O)Cc2ccc(Cl)cc2)C1 (stereo not drawn)
3	13	3	-1	5	-12	-11	1	-2	NC(N)=N/N=C/c1ccccc1Cl
-4	2	6	-7	3	1	12	-4	2	CCOC(=O)C1=C(C)NC(=O)NC1c1ccc(OC(C)C(=O)O)c(OC)c1 (stereo not drawn)
-2	-1	6	0	-1	-3	-8	-7	-3	Cc1sc(NC(=O)CN2CCOCC2)c(C(=O)c2ccccc2)c1C
-3[fluorescence artefact?]	-6	-9	-32	-7	7	-6	-9[fluorescence artefact?]	0	N#CC1(P(=O)(c2ccccc2)c2ccccc2)CC1
2	-3	-2	34	4	6	-6	3	-2	CCOC(=O)C1CCCN(C2CC(=O)N(c3ccc(C)c(C)c3)C2=O)C1 (stereo not drawn)
26	2	5	-26	2	nt	-9	-4[fluorescence artefact?]	-1	Cc1ccnc(-n2sc3ccccc3c2=O)n1
-4	-3	10	-10	1	-4	-6	-9	6	CCCCn1c(-c2csc3c2CCCC3)n[nH]c1=S
-2	-13	23	39	17	2	-7	-8	0	COc1ccccc1N1CCN(C(=O)c2cc(C(C)(C)C)oc2C)CC1
1	-4	1	4	4	15	-8	-7	4	CC(=O)C1=NN(c2ccc(Cl)cc2)C(c2ccc3c(c2)OCO3)N(C(C)=O)N1C (stereo not drawn)
-465	1	22	-14	17	-53	-14	i	-4	C#CCn1cc(C=C2C(=O)c3ccccc3C2=O)c2ccccc21
2	8	-1	-9	-6	4	1	1	3	COc1ccc(NC(=O)c2cc3ccc4c5ccccc5[nH]c4c3cc2O)cc1
4	2	1	-8	-10	1	-5	0	-2	CCc1ccc(OS(=O)(=O)c2cn(C)c(=O)n(C)c2=O)cc1
6	-6	16	0	10	-18	-4	-7	-1	COc1cc(N=Nc2c(C)n(C)n(-c3ccccc3)c2=O)ccc1N
4	3	12	-3	-3	5	-1	-17	-5	CC(C)OCCCNC(=S)N1CCC(C(=O)c2ccc3c(c2)OCCO3)CC1
nt	3	8	-14	-2	-1	-9	nt	-1	CCOc1cc(C2Nc3ccccc3C(=O)N2c2ccccc2OC)ccc1O (stereo not drawn)
2	4	11	0	1	-9	-5	1	-3	CC(=O)N1CC(=O)N(Cc2ccccc2)/C(=C/c2ccccc2)C1=O
-1	4	3	0	-4	4	-13	-11	-3	CN(C)S(=O)(=O)c1cccc(NC(=O)CSc2nc3ccccc3[nH]2)c1
-2	8	13	1	5	-7	-5	-2	2	O=[N+]([O-])c1cc(Oc2cccnc2)cc([N+](=O)[O-])c1
-11	-3	12	-5	4	nt	-11	0	4	CCn1nc(C(=O)NCc2ccco2)c(Cl)c1Cl
1	-2	4	-13	7	10	5	-9	0	C/C(CC(=O)Nc1c(C)cc(C)cc1C)=N\NC(=O)c1cnccn1
-1[fluorescence artefact?]	-2	6	-25	2	-5	6	-11[fluorescence artefact?]	-2	CC1=C(C(=O)OC(C)C)C(c2cccnc2)C2=C(CC(C)(C)CC2=O)N1 (stereo not drawn)
3	-1	9	nt	2	10	-10	-13	9.3*	Cc1cc(CN(C)Cc2c(C(=O)N3CCCCCCC3)nc3ccc(Cl)cn23)n[nH]1
6	-3	-5	-20	-7	8	-10	15[fluorescence artefact?]	-1	Cn1c(=O)c2c(ncn2CCCNC2=CC(C)(C)CC(=O)C2)n(C)c1=O
3	0	15	-6	7	-3	nt	0	-2	COC(=O)[C@@]1(Cc2ccc(OC)cc2)[C@H]2c3cc(C(=O)N4CCCC4)n(CCSCCO)c3C[C@H]2CN1C(=O)c1ccccc1
1	-3	0	7	-3	1	-8	-3[fluorescence artefact?]	-1	Cc1cccc(NC(=O)CSc2nnc(-c3ccccc3C)o2)c1
21	2	4	-8	1	-6	8	4	-1	Cn1c(O)c(N=NC(=O)Cn2c(C(F)(F)F)nc3ccccc32)c2ccccc21
4	6	2	nt	-3	nt	-7	2	6	CCCCSc1nnc(-c2ccccc2NC(C)=O)c(=O)[nH]1
10	-8	5	-10	3	-4	-11	-10	0	Cc1ccc(C)c(-n2[nH]c3c4c(ccc3c2=O)C(=O)c2ccccc2C4=O)c1
5	1	6	11	0	nt	-12	48	5	COc1ccc2nc(Nc3nc(-c4ccncc4)cs3)sc2c1
-2	-2	11	0	0	3	-12	-1	-1	CC(C)NC(=O)C1(c2ccccc2)CCOCC1

Sorted by the number under FXIIa inh (highest first): some entries from above.
Structure,eIF4E-4G inh,p97 ATPase inh,FXIIa inh,hK5 inh,FXIa inh 1536,Rad51 HR inh,MDM2 E3 inh,14-3-3 Bad inh,Wee1 stabilizer
Cc1cc(CN(C)Cc2c(C(=O)N3CCCCCCC3)nc3ccc(Cl)cn23)n[nH]1,3,-1,9,nt,2,10,-10,-13,9.3*
CN(C)S(=O)(=O)c1cccc(NC(=O)CSc2nc3ccccc3[nH]2)c1,-1,4,3,0,-4,4,-13,-11,-3
CCCCSc1nnc(-c2ccccc2NC(C)=O)c(=O)[nH]1,4,6,2,nt,-3,nt,-7,2,6

The listing continues.
eIF4E-4G inh	p97 ATPase inh	FXIIa inh	hK5 inh	FXIa inh 1536	Rad51 HR inh	MDM2 E3 inh	14-3-3 Bad inh	Wee1 stabilizer	SMILES
0	2	4	0	-3	4	-6	-4	4	Cc1cccnc1NC(=S)Nc1ccc(Br)cc1Cl
0	6	2	14	-5	-6	-12	0	-1	CCN1C(=O)C(C)S/C1=N\S(=O)(=O)c1ccc(Cl)s1 (stereo not drawn)
8[fluorescence artefact?]	3	17	-8	3	7	1	-2	-1	COc1ccc(N2CCN(C(=N)/C(C(C)=O)=C(\C)O)CC2)cc1
4	4	3	-9	-5	9	-10	-11	-3	Cn1cccc1/C=N/N1CCN(c2ccccc2)CC1
7[fluorescence artefact?]	-2	11	-1	-8	-1	-17	-8[fluorescence artefact?]	-1	CSC(=NNC(=O)c1ccc(O)cc1)SC
-3	4	2	0	0	10	8	-1	-3	COc1cc(/C=C2\SC(=Nc3ccc(O)cc3)NC2=O)cc(OC)c1OC
4	-1	19	-18	3	-5	-4	-2	1	Clc1ccc(-c2nc3ccccn3c2CN2CCOCC2)cc1
6	5	10	5	5	nt	-28	8	8	Cn1ncc(Br)c1NC(=O)CSc1ccc(Cl)cc1
8	11	5	-10	3	10	-5	2[fluorescence artefact?]	0	O=C(CC1Nc2cccc3cccc(c23)NC1=O)Nc1ccccc1 (stereo not drawn)
0[fluorescence artefact?]	2	-2	-21	-5	5	-18	-3	-2	O=C(COc1ccc(Cl)cc1Cl)Nn1c(=S)[nH]c2ncccc2c1=O
2	6	7	-6	4	nt	-12	-5	2	CCOc1ccc(Nc2cc(=O)n(C)c(=O)n2C)cc1
1	1	11	4	1	-2	-10	6	-1	Cc1ccc(S(=O)(=O)NC2CCCc3ccccc32)cc1C (stereo not drawn)
-10	-1	-5	-14	-8	nt	-7	-7	-2	CC(C)C(OC(=O)c1nsc(Cl)c1Cl)C(=O)NCc1ccc2c(c1)OCO2 (stereo not drawn)
-2	-1	16	-10	8	-13	10	-9	0	CCCCn1c(=O)c(C(=O)c2ccccc2)nc2ccccc21
1	-3	5	21	-15	-8	-8	-3	-1	COc1ccc(C(=O)N2CCC(C(=O)c3c(C)cc(C)cc3C)CC2)cc1
-3	-2	13	-2	8	2	-1	8	-2	c1ccc(CN2CCN(c3nc4ccccc4c4ccccc34)CC2)cc1
-12	0	21	-15	6	nt	-11	-3	-1	CCCCSc1nnc2c(n1)OC(C(=O)c1ccccc1)Nc1ccccc1-2 (stereo not drawn)

Screening results: PubChem BioAssay, several laboratories

Outcome played no part in choosing rows; about 3.5% have a hit in one of these screens.
